# RNase H inhibition = RNase H inhibition, HIV 1 Gag Pol polyprotein, FRET biochemical assay, screening (AID 372); one-dose inhibition, % at 10 µM; IC50 in µM for titrated hits; HIV-1 RT RNase H, FRET RNA/DNA substrate fluorescence; higher % means a stronger effect; hit rate 0.77% among 100,000; in the data active = inhibition above about 50%
# * hit, by the source's call. A portion of the library (hit frequency here may not be typical).
SMILES,RNase H inhibition
CC(=O)Nc1ccc(-n2c(C)cc(/C=N\Nc3ccc([N+](=O)[O-])cn3)c2C)cc1,9%
O=C(O)/C(=C\c1ccc(Cl)cc1)NC(=O)c1ccco1,5%
COC(=O)c1ccc(/C=N/NC(=O)C(O)c2ccccc2)cc1 (stereo not given),8%
Cc1c(NC(=O)COc2ccc([N+](=O)[O-])cc2)cccc1-c1nc2ncccc2o1,9%
COc1ccccc1C(O)(C(=O)Nc1ccccn1)c1ccccc1OC,0%
CC(=O)N1CCN(C2=NC(=O)/C(=C/c3ccc(O)cc3)S2)CC1,10%
O=C1NC(=O)N(c2ccc(Br)cc2)C(=O)/C1=C\c1ccc(-c2ccccc2[N+](=O)[O-])o1,7%
O=c1ccc2c(Cl)cc(Cl)c(O)c2[nH]1,11%
CCOc1ccc(N(CC(=O)Nc2ccc(C(C)C)cc2)S(C)(=O)=O)cc1,14%
COc1cc(OC)cc(C(=O)Nc2cccc(Cl)c2)c1,6%
CCOC(=O)c1ccc(NC2=C(N3CCCCC3)C(=O)c3ccccc3C2=O)cc1,13%
C[n+]1ccn2c3c(c4cc(C5CCCCC5)ccc42)CCCc31,28%
Cc1cc(C=C(C#N)C#N)c(C)n1-c1cccc(Cl)c1,11%
CCOC(=O)c1c(NC(=O)COc2ccccc2C)sc(C(=O)Nc2ccccc2F)c1C,11%
Cc1cc(C)cc(NC(=O)c2ccc(F)cc2)c1,6%
CSc1ccc(S(=O)(=O)N(CC(=O)Nc2c(C)cccc2C)c2ccc(C)cc2)cc1,12%
COc1cccc(CN2CCN(Cc3ccccn3)CC2)c1,1%
O=C(c1ccco1)N1CCN(C2CCC(c3ccccc3)CC2)CC1 (stereo not given),4%
COc1ccc(-c2csc(/C(C#N)=C/c3ccc(C)o3)n2)cc1OC,2%
Cc1cc2ncn(CC(O)COc3ccc(C(=O)O)cc3)c2cc1C (stereo not given),0%
Cc1ccc(SCCNC(=O)c2ccc(N(Cc3ccccc3)S(C)(=O)=O)cc2)cc1,21%
Cc1ccc(C(C)C)c(OCC(=O)N/N=C/c2ccc(C(=O)O)cc2)c1,10%
Cc1cc(NC(=O)c2ccc(Cl)cc2Cl)no1,7%
CCOc1cccc(C(=O)NC(=S)Nc2ccc3oc(-c4cc(Cl)ccc4Cl)nc3c2)c1,14%
CC(=O)c1cc(Cc2csc(C(C)=O)c2)cs1,9%
O=C(Nc1c(C(=O)N2CCCCCC2)cnn1-c1ccccc1)c1ccccc1Br,2%
COc1ccc2c(c1)c(=O)oc1cc(OCC=C(C)C)ccc12,7%
Clc1ccc(-c2noc(-c3ccc(Br)cc3)n2)cc1,1%
CCC1CCCCN1C(=O)c1cc2nc(-c3ccccc3)cc(C(F)(F)F)n2n1 (stereo not given),4%
O=C(N/C(=C/c1cccc(Br)c1)C(=O)N1CCCCCC1)c1ccccc1,11%
O=c1/c(=C/c2ccccn2)sc2nc3ccccc3n12,13%
O=c1/c(=C/c2cccc(OCCOc3ccc(Br)cc3)c2)sc2nc3ccccc3n12,11%
N#CC1=C(N)OC2=C(C(=O)CC(c3ccccc3)C2)C1C1CCCCC1 (stereo not given),20%
COc1ccc(CC(=O)Nc2ccccc2)cc1OC,14%
CCOC(=O)C1=C(C)NC(=S)NC1c1cc([N+](=O)[O-])ccc1O (stereo not given),0%
CCCSc1nsc(SCCC)c1C#N,18%
C(=N\Nc1nc(N2CCOCC2)nc(N2CCOCC2)n1)/c1ccccc1,0%
O=C(NCc1ccccc1)c1ccncc1,0%
Cc1ccc(NC(=O)c2cccc(F)c2)cc1Cl,2%
O=[N+]([O-])c1cc(-c2nnc(-c3ccc(Cl)c([N+](=O)[O-])c3)o2)ccc1Cl,11%
CCCc1c(C)[nH]c2ccc(OC)cc2c1=S,9%
Fc1ccc(-c2cc(-c3ccccc3)nc(N/N=C\c3ccco3)n2)cc1,23%
COc1ccc2nc(Nc3nc(C)cc(=O)[nH]3)nc(C)c2c1,11%
COc1cc2c(cc1NC(=O)c1ccccc1Br)oc1ccccc12,11%
Cc1cc2nn(-c3ccccc3)nc2cc1NC(=O)c1ccccc1[N+](=O)[O-],19%
O=C(COc1ccc(Cl)cc1Cl)Nc1ccc(S(=O)(=O)N2CCc3ccccc32)cc1,28%
C=Cn1c2ccccc2c2cc(I)ccc21,16%
CCC(Oc1ccccc1)C(=O)Nc1ccncc1 (stereo not given),5%
COc1cccc(NC(=S)NC(=O)c2cccs2)c1,5%
COC(=O)c1ccccc1NC(=S)NC(=O)c1oc2ccccc2c1C,0%
COc1ccc(S(=O)(=O)N2CCN(Cc3cccc(OC)c3)CC2)cc1,0%
CCOc1ccc(NC(=S)NC(NC(=O)C(c2ccccc2)c2ccccc2)C(Cl)(Cl)Cl)cc1 (stereo not given),14%
CC1=C(C(=O)OC2CCCC2)C(c2ccccc2OCc2ccccc2)C2=C(CC(c3ccccc3)CC2=O)N1 (stereo not given),17%
CC(=O)C1C(c2ccc(N(C)C)cc2)c2c(noc2C)CC1(C)O (stereo not given),3%
CCOc1ccccc1N1CCN(Cc2ccco2)CC1,7%
Cc1ccc(SCCNS(=O)(=O)c2ccc(Cl)cc2)cc1,27%
Cc1cc(OCC(=O)NCc2ccccc2)cc(C)c1Cl,2%
CCOC(=O)c1oc2ccc(C=NCc3ccccc3)c(Cl)c2c1C,21%
Cc1ccc(C(C)C)c(OCCOc2cccc3cccnc23)c1,47%
COc1ccc(OC)c(C2/C(=C(\O)c3ccccc3)C(=O)C(=O)N2CCCC(=O)O)c1 (stereo not given),6%

# Looked up by compound from the entries so far (two):
SMILES,RNase H inhibition
COc1ccc2c(c1)c(=O)oc1cc(OCC=C(C)C)ccc12,7%
COC(=O)c1ccccc1NC(=S)NC(=O)c1oc2ccccc2c1C,0%

# (cont.)
SMILES,RNase H inhibition
O=C(/C=C/c1cccc([N+](=O)[O-])c1)Oc1ccc(Cl)cc1,32%
O=C1c2ccccc2C(=O)N1CCC(=O)N1c2ccccc2Sc2ccccc21,12%
C/C(=N/Nc1nc(Cl)c(C#N)c(Cl)c1Cl)c1cc(C(C)(C)C)c(O)c(C(C)(C)C)c1,2%
Cc1ccc(-c2nc3ncccc3o2)cc1NC(=S)NC(=O)c1ccc(F)cc1,12%
Oc1c(C(Nc2ccccn2)c2cccc(Cl)c2Cl)ccc2cccnc12 (stereo not given),8%
Cc1ccc(NC(=O)C(=O)NCCO)cc1,2%
CC1=NN(c2ccc(C)cc2)C(=O)/C1=C\c1c(C)[nH]n(-c2cccc3ccccc23)c1=O,15%
Cc1c(Cl)cccc1NC(=O)Cn1cnc([N+](=O)[O-])n1,2%
COCc1cc(C)nc(OCC(=O)N/N=C/c2c3ccccc3cc3ccccc23)c1C#N,0%
Cc1ccccc1-n1c(O)c(C=NCCCn2ccnc2)c(=O)[nH]c1=O,0%
O=C(NCCCNc1ccc(C(F)(F)F)cc1[N+](=O)[O-])c1cc(F)c(F)cc1Cl,0%
COc1ccc(SCCc2ccccn2)cc1,6%
O=C(Nc1ccc(Cl)c(Cl)c1)Nc1nnc(CSCc2ccccc2)s1,9%
Cc1ccc(C(=O)Nc2c(C(=O)NCc3ccco3)cnn2-c2ccccc2)cc1,9%
O=C(NC(=S)Nc1ccc(N2CCCCC2)cc1)c1ccc(F)cc1,15%
COc1cc(C=O)ccc1OCCSc1ccc(C)cc1,16%
C=CCN1C(=O)/C(=C\c2ccc(OCc3ccc(Br)cc3)c(OC)c2)SC1=S,0%
Cc1ccc2oc(-c3ccc(NC(=O)COc4ccc5ccccc5c4)cc3)nc2c1,49%
Cc1c(OCC(=O)OCc2ccccc2)ccc2c3c(c(=O)oc12)CCCC3,9%
CCCOc1ccc(C(=O)NC(=S)Nc2ccc(CC)cc2)cc1,13%
Cc1cccc(OCCn2cc(/C=C3/SC(=S)N(C)C3=O)c3ccccc32)c1,2%
Cc1cc2nn(-c3ccccc3)nc2cc1NC(=O)c1ccc(Br)cc1,14%
CC1=NN(c2ccc(C)cc2)C(=O)/C1=C/c1ccc(-c2ccc(Cl)c(C(=O)O)c2)o1,24%
COc1ccc(/C=N/NS(C)(=O)=O)c(OC)c1,2%
Cc1cc(N2C(=O)c3ccc(S(=O)(=O)c4ccc(C(=O)O)cc4)cc3C2=O)ccc1[N+](=O)[O-],10%
COC(=O)c1c(C)oc2cc(Br)c(O)cc12,0%
CCOC(=O)c1[nH]c(=O)[nH]c1CNc1ccccc1C#N,14%
Cc1cc(Cl)cc(Cl)c1OCC(=O)Nc1ccc(F)c([N+](=O)[O-])c1,14%
COc1ccccc1C(=O)Nc1cc(-c2nc3ccccc3s2)ccc1C,4%
CCOC(=O)/C(C#N)=C\c1ccc(-c2ccc(Cl)cc2)o1,13%
Fc1ccc(Nc2nc(N/N=C/c3cn(Cc4ccc(Cl)cc4)c4ccccc34)nc(N3CCCCC3)n2)cc1,23%
COc1ccc(Br)cc1/C=C/C(=O)c1ccc(Cl)cc1,10%
O=C(N/N=C/c1ccco1)c1cc(-c2cccc([N+](=O)[O-])c2)n[nH]1,10%
Cn1cc(/C=C2/SC(=S)N(c3ccccc3)C2=O)c2ccccc21,12%
CCCCOC(=O)c1ccc(NC(=O)c2cc(Cl)ccc2[N+](=O)[O-])cc1,13%
O=C(N/N=C/c1ccc([N+](=O)[O-])cc1)C(=O)Nc1cccc(Cl)c1,3%
CCCOc1cccc(C(=O)Nc2ccc(C)cc2)c1,0%
Cc1sc2ncnc(N3CCCCCC3)c2c1C,3%
Cc1ccc(SCC(=O)N2CCCC2)cc1,6%
O=C(c1ccccc1O)N(Cc1ccccc1)c1ccccn1,8%
COc1cc(OC)c(OC)cc1/C=C/c1cc(C(F)(F)F)[nH]c(=O)n1,7%
COc1ccc(-c2csc(Nc3cccc(O)c3)n2)cc1,8%
Cc1cccc(N2C(=O)c3ccc(C(=O)Nc4ccc([N+](=O)[O-])cc4)cc3C2=O)c1,18%
Cc1ccsc1/C=C1\C(=O)NC(=O)N(c2ccc(Br)cc2)C1=O,8%
COC(=O)C1=C(C)NC(=O)CC1c1cccc(F)c1 (stereo not given),5%
CCOC(=O)NN=C1c2ccccc2-c2ccccc21,0%
COc1ccc(Br)cc1/C=C/C(=O)c1ccc2c(c1)OCCO2,14%
O=C1NC(=O)N(c2ccccc2)C(=O)/C1=C\c1cccc(Br)c1,10%

# Copied from the entries so far, 19 compounds:
SMILES,RNase H inhibition
CCOC(=O)/C(C#N)=C\c1ccc(-c2ccc(Cl)cc2)o1,13%
Fc1ccc(Nc2nc(N/N=C/c3cn(Cc4ccc(Cl)cc4)c4ccccc34)nc(N3CCCCC3)n2)cc1,23%
COc1ccc(Br)cc1/C=C/C(=O)c1ccc(Cl)cc1,10%
O=C(N/N=C/c1ccco1)c1cc(-c2cccc([N+](=O)[O-])c2)n[nH]1,10%
Cn1cc(/C=C2/SC(=S)N(c3ccccc3)C2=O)c2ccccc21,12%
CCCCOC(=O)c1ccc(NC(=O)c2cc(Cl)ccc2[N+](=O)[O-])cc1,13%
O=C(N/N=C/c1ccc([N+](=O)[O-])cc1)C(=O)Nc1cccc(Cl)c1,3%
CCCOc1cccc(C(=O)Nc2ccc(C)cc2)c1,0%
Cc1sc2ncnc(N3CCCCCC3)c2c1C,3%
Cc1ccc(SCC(=O)N2CCCC2)cc1,6%
O=C(c1ccccc1O)N(Cc1ccccc1)c1ccccn1,8%
COc1cc(OC)c(OC)cc1/C=C/c1cc(C(F)(F)F)[nH]c(=O)n1,7%
COc1ccc(-c2csc(Nc3cccc(O)c3)n2)cc1,8%
Cc1cccc(N2C(=O)c3ccc(C(=O)Nc4ccc([N+](=O)[O-])cc4)cc3C2=O)c1,18%
Cc1ccsc1/C=C1\C(=O)NC(=O)N(c2ccc(Br)cc2)C1=O,8%
COC(=O)C1=C(C)NC(=O)CC1c1cccc(F)c1 (stereo not given),5%
CCOC(=O)NN=C1c2ccccc2-c2ccccc21,0%
COc1ccc(Br)cc1/C=C/C(=O)c1ccc2c(c1)OCCO2,14%
O=C1NC(=O)N(c2ccccc2)C(=O)/C1=C\c1cccc(Br)c1,10%

# Other results follow:
SMILES,RNase H inhibition
CCCC(=O)Nc1cc([N+](=O)[O-])ccc1Cl,13%
Nc1nnc(SCC(=O)Nc2ccccc2Oc2ccccc2)s1,4%
CCOc1ccc(NC(=O)c2ccc3ccccc3n2)cc1,1%
CCOC(=O)C1=NNC2C(=O)N(c3ccc(C)cc3C)C(=O)C12 (stereo not given),11%
C/C(=N\NC(=O)c1ccc([N+](=O)[O-])cc1)c1ccccn1,0%
O=C(COc1ccc(/C=N/NS(=O)(=O)c2ccccc2)cc1)NCCc1ccccc1,3%
COc1ccc(NC(=O)C(=O)NCC(C)C)cc1Cl,0%
Cc1cccc(C(=O)Nc2cccc3c2CCCC3)c1,6%
Cc1ccccc1NC(=O)CCC(=O)N/N=C/c1cc(Br)ccc1O,8%
COc1ccccc1OCC(=O)N/N=C/c1ccccc1Sc1ccccc1,1%
CCOc1cc(/C=C2\SC(=S)N(CC(=O)O)C2=O)ccc1OC(=O)c1cccc([N+](=O)[O-])c1,47%
O=C(NCCc1ccc(F)cc1)C(=O)Nc1cccc(C(F)(F)F)c1,10%
CC1=C(C(=O)OCCc2ccccc2)C(c2cccs2)NC(=O)N1 (stereo not given),21%
CCN(CC)c1ccc2c(c1)Oc1cc(N(CC)CC)ccc1C21c2ccccc2C(=O)N1c1ccccc1,17%
O=C(NN1CCOCC1)c1sc2ccccc2c1Cl,0%
CCC(=O)Oc1ccc2c(C)c(Cl)c(=O)oc2c1,13%
O=C(COc1ccc(Cl)cc1)N1CCN(C(=O)c2ccc(-c3ccccc3)cc2)CC1,19%
CN(Cc1ccccc1)Cc1ccc(Br)o1,8%
O=S(=O)(Nc1ccc(Nc2ccccc2)cc1)c1ccc2ccccc2c1,0%
CCOC(=O)C1=C(C)NC(C)=C(C(=O)OC)C1c1ccc(C)cc1 (stereo not given),6%
COc1ccc(OC)c(NC(=O)C(C)Oc2ccc(Cl)cc2Cl)c1 (stereo not given),25%
CCCCOc1ccc(C(=O)NNC(N)=S)cc1,10%
CN(c1ccccc1)S(=O)(=O)c1ccc(F)cc1,0%
CCc1cc2c(cc1C(=O)c1ccccc1)OCCO2,14%
COC(=O)C1=C(C)NC(=S)NC1c1ccc(OCC(=O)N2CCCCC2)c(OC)c1 (stereo not given),10%
N#C/C(=C\c1ccccc1[N+](=O)[O-])c1nc(-c2cc3cc([N+](=O)[O-])ccc3oc2=O)cs1,52%*
CC(=O)Nc1ccc(CNc2ccc(C)cc2)cc1,4%
Cc1cc(NC(=O)c2cccc(Cl)c2)ccc1Br,4%
O=C1CSC(=O)N1CCN1C(=O)S/C(=C\c2ccc(O)cc2)C1=O,3%
